Mcl1-Noxa inh – Mcl-1/Noxa binding inhibitors, primary screen, biochemical, TR-FRET, 1536-well. TR-FRET Mcl-1/Noxa peptide binding, 2 h. inhibition, % at 21.7 µM. 220,000 compounds, 1.5% hits;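 active = compounds that cut the protein-peptide binding signal by more than 50% relative to plate controls in a single-dose test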;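 note: His-tagged Mcl-1 with rhodamine Noxa BH3 peptide and terbium anti-His antibody; 0% = Mcl-1 plus Noxa peptide wells and 100% = peptide-only wells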
Target sequence (Q07820 whole entry, looked up): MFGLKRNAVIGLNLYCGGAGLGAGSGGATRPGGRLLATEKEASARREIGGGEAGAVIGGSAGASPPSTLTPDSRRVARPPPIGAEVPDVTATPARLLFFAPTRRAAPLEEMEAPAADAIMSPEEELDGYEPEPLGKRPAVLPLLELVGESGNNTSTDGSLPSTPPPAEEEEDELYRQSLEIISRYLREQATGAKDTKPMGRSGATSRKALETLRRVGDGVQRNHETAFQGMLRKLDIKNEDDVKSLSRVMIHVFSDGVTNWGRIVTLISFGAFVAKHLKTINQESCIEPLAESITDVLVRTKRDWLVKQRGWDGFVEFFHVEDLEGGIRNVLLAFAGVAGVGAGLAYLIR
Rac1 act GTP bind – GTP binding modulators of activated mutant Rac1, primary screen, biochemical, bead-based flow cytometry, multiplex, fluorescent GTP. Ras-related C3 botulinum toxin substrate 1 (Homo sapiens), P63000. GST-Rac1 activated beads; actives lie on both sides; 100% means binding = to untreated wells. percent activity (GTP binding), % at 10 µM. 190,000 compounds, 0.11% hits;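 active = GTP binding at least 20 percentage points away from the 100% baseline, in either direction, so actives lie on both sides; inconclusive = Compound likely fluorescent itself, or too few beads counted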
Rab7 wt modul – modulators of GTP binding to Rab7, primary screen, biochemical, wildtype, multiplex bead flow cytometry; 190,000 compounds, 0.055% hits; Rab7 GTPase wild type (dog), Bodipy-FL-GTP binding; GST-Rab7 beads, fluorescent GTP binding; actives lie on both sides; untreated = 100%, excess cold GTP = 0%; AID 758, 2007; GTP binding activity (percent of control), % at 10 µM;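 active = fluorescent GTP binding to Rab7 beads changed by at least 20 points from the 100% baseline, either direction, mostly lower; inconclusive = compound itself probably fluorescent, or too few beads counted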;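 note: median green fluorescence of bound Bodipy-FL-GTP per Rab7 bead population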
Cdc42 wt GTP – modulators of GTP binding to wildtype Cdc42, primary screen, biochemical, multiplex bead flow cytometry, Bodipy-GTP | Cell division control protein 42 homolog (Homo sapiens), P60953 | GST-Cdc42 beads; actives lie on both sides | percent activity (GTP binding), % at 10 µM | 190,000 compounds, 0.2% hits | AID 761, 2007;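 active = percent activity GTP binding at least 20 points away from the 100% baseline, either down as inhibitor or up as activator; inconclusive = compound flagged as likely green fluorescent from well-wide comparison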;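 note: median bead fluorescence of bound Bodipy-FL-GTP at 100 nM; 0% = excess unlabeled GTP control and 100% = no compound control; below 100% means less GTP binding so inhibitor and above means activator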
Target sequence (P60953 whole entry, looked up): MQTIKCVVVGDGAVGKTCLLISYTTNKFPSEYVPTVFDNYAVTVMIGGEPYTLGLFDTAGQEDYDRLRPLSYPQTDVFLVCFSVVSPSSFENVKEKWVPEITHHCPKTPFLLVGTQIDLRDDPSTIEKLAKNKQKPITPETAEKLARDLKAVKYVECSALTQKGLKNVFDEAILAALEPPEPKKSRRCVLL
Avidin fluor – green autofluorescence of compounds with avidin beads – biophysical, 488/530 nm, flow cytometry, artefact control, profiling panel. 220,000 compounds, 0.38% hits. fluorescence (KMESF) at 10 µM. compound fluorescence 488/530 nm; active compounds read high; in the data active = fluorescence above about 47; note: inactives centre near 10
Rac1 wt GTP bind – wildtype Rac1 GTP binding modulators, primary screen, biochemical, GST-Rac1 beads, flow cytometry, multiplex. 190,000 compounds, 0.27% hits. GTP binding activity (% of control), % at 10 µM. Ras-related C3 botulinum toxin substrate 1 (Homo sapiens), P63000. fluorescent GTP binding; actives lie on both sides; 0 = cold GTP competed, 100 = untreated;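 active = GTP binding activity at least 20 points away from the 100% control level, either lower or higher; inconclusive = compound flagged as likely green fluorescent, judged across all proteins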
Pf gametocyte – late stage P. falciparum gametocyte viability inhibitors, primary screen, ATP luminescence, HTS | P. falciparum stage V gametocytes, 24 h | inhibition, % at 10.9 µM | 150,000 compounds, 0.065% hits | AID 743093, 2013;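 active = inhibition above the mean plus 3 SD of compounds within the control limits, set per campaign, cut at about 38% in these data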;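 note: 0% = DMSO wells and 100% = medium only without gametocytes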
ABCB1 inh – ABCB1 efflux pump inhibitors, primary screen, cell-based, multiplex, flow cytometry, ABCG2 counter-screen. ATP-dependent translocase ABCB1 (Homo sapiens), P08183. CCRF-Adr cells, JC-1 efflux. inhibition, % at 6.6 µM. 190,000 compounds, 0.067% hits. AID 1326, 2008; in the data active = inhibition above about 40%;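 note: 0% = vehicle and 100% = reference inhibitor; higher value means more JC-1 retained so stronger ABCB1 efflux block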
ABCG2 inh – ABCG2 efflux pump inhibitors, primary screen, multiplex with ABCB1, IgMXP3 cells, flow cytometry. Broad substrate specificity ATP-binding cassette transporter ABCG2 (Homo sapiens), Q9UNQ0. JC-1 efflux. inhibition, % at 6.6 µM. 190,000 compounds, 0.1% hits;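 active = inhibition above 80%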;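 note: 0% = DMSO and 100% = nicardipine control wells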
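material = IgMXP3 (ABCG2) plus far-red-tagged CCRF-Adr (ABCB1) cells | amount = 3 million cells/mL, equal mix of both lines | also added = JC-1 transporter substrate | dosing = one concentration, 6.6 µM final | schedule = 10 min at 25 °C | measured by = flow cytometric JC-1 green MFI at 530 nm | read-out basis = percent efflux inhibition, scaled nicardipine 100% to DMSO 0%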
HRas wt GTP – modulators of GTP binding to HRas wildtype, primary screen, biochemical, bead-based flow cytometry, multiplex | GTP binding activity, % at 10 µM | AID 759, 2007 | GST-Ras wt beads, Bodipy-FL-GTP binding; actives lie on both sides | 190,000 compounds, 0.14% hits;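 active = GTP binding activity at least 20% away from the 100% baseline, either lowered as inhibitor or raised as activator; inconclusive = flagged as likely green fluorescent, judged across all proteins in the well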;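 note: 0% = unlabeled GTP competition control and 100% = no-compound control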
Target sequence (P01112 whole entry, looked up): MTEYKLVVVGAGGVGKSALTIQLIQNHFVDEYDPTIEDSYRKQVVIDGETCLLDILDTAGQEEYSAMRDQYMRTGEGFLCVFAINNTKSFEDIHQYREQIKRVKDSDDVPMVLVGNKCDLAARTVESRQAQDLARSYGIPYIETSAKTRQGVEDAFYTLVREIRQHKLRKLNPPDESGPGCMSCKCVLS
Rab2A wt mod – modulators of GTP binding to Rab2A wildtype, primary screen, biochemical, dog, bead-based flow cytometry, multiplex; Ras-related protein Rab-2A (Canis lupus familiaris), P61105; GST-Rab2 wt beads, Bodipy-GTP binding; GTP binding activity, % at 10 µM; 190,000 compounds, 0.19% hits; AID 760, 2007;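 active = GTP binding activity at least 20 points away from 100%, either lowered or raised; inconclusive = signal likely due to the compound's own green fluorescence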;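 note: 0% = beads with excess unlabeled GTP and 100% = no-compound control corrected for plate trend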
An asterisk follows results filed as active; ? = inconclusive; . = not tested or not shown. Outcome played no part in choosing rows; any-hit rate near 2.3%.

Every second line gives: Mcl1-Noxa inh	Rac1 act GTP bind	Rab7 wt modul	Cdc42 wt GTP	Avidin fluor	Rac1 wt GTP bind	Pf gametocyte	ABCB1 inh	ABCG2 inh	HRas wt GTP	Rab2A wt mod
- CN1CCN(c2ccc(S(=O)(=O)N3CCCCC3)cc2[N+](=O)[O-])CC1
  0	97	102	100	24	98	12	1.0	2	101	99
- COc1cc(C(=O)Nc2ccc(N(C)C)cc2)c([N+](=O)[O-])cc1OC
  69*	95	103	97	11	97	-12	0.2	7	97	97
- O=C(N/N=C/c1ccc2c(c1)OCO2)c1ccccn1
  6	98	102	101	14	104	9	0.6	7	104	100
- O=c1c2c([N+](=O)[O-])cc([N+](=O)[O-])cc2sn1-c1ccc(Br)cc1
  91*	99	95	99	-1	98	.	0.9	13	98	96
- CN1C(=S)SC(/[N+]([O-])=C/c2cccnc2)C1(C)C (stereo unspecified)
  -5	101	103	102	8	104	.	-0.4	0	102	103
- Cc1cc(C)c2ccc(N)nc2c1O
  -56	102	103	104	9	110	-16	0.1	-1	102	104
- CNC(=O)C1=NCCCc2cc(OC)c(OC)cc21
  2	98	101	103	11	100	.	0.1	0	104	102
- O=C(NCC1CCCO1)c1nn2c(c1Cl)NC(c1ccc(F)cc1)CC2C(F)(F)F (stereo unspecified)
  -5	99	99	99	11	100	.	-0.4	-2	98	99
- CNC(=O)c1ccccc1F
  14	96	99	99	10	96	.	-0.1	-1	98	97
- O=C(c1ccccc1-c1ncc[nH]1)N1CCc2c([nH]c3ccccc23)C1c1ccccn1 (stereo unspecified)
  1	93	93	94	8	96	-11	0.0	4	94	96
- COc1ccc(CCNC(=O)COc2ccc(S(=O)(=O)NCC(C)C)cc2Cl)cc1OC
  3	98	102	101	26	105	2	1.5	57	100	97
- COc1cc2c(cc1NC(=O)COC(=O)c1ccccc1)oc1ccccc12
  18	95	103	97	22	101	.	0.0	2	97	98
- Cc1ccc(NS(=O)(=O)c2cccc(C(=O)Nc3cc(C)on3)c2)cc1
  -10	99	102	104	4	111	-13	-0.3	-1	102	99
- COC(=O)c1ccc(NC(=O)CN2CCN(c3ccc(Cl)cc3)CC2)cc1
  3	99	100	102	10	100	12	0.5	3	103	102
- CCN(CC)S(=O)(=O)c1cccc(C(=O)Nc2ccc3c(c2)OCO3)c1
  -6	92	90	93	15	90	0	0.6	15	86	88
- CC(C)(CSc1ccccn1)NS(=O)(=O)c1ccccc1
  17	100	99	100	3	103	.	3.1	9	101	101
- COCCn1c(COC)nc2ccccc21
  0	96	100	99	16	100	20	-0.5	1	100	97
- COc1ccc(C(=O)Nc2ccc3cn[nH]c3c2)c(OC)c1
  -11	91	99	89	15	88	2	0.1	1	92	93
- CCOC(=O)c1c(NC(=O)C2CC(Cl)=CCC2C(=O)O)sc2c1CC(C)(C)OC2 (stereo unspecified)
  19	?	?	?	20	?	.	0.1	1	?	?
- O=[N+]([O-])c1cnn(-c2nc(-c3ccco3)cc(C(F)(F)F)n2)c1
  3	98	106	94	7	102	0	0.1	4	100	102
- O=C(Nc1cccc(S(=O)(=O)N2CCCCC2)c1)c1c2c(nc3ccccc13)CCN(Cc1ccccc1)C2
  1	101	101	100	3	104	-13	2.0	-5	100	98
- Cc1nc2cc(C(=O)N3CCc4ccccc43)ccc2n1-c1ccc(F)c(F)c1
  -1	98	101	100	8	103	.	0.9	8	99	99
- Cc1cc(S(=O)(=O)N2CCCC(C(=O)Nc3ccc(C(=O)O)cc3)C2)ccc1Cl (stereo unspecified)
  19	93	94	92	9	92	31	0.0	0	92	94
- O=C1N/C(=N\N=C\c2cccs2)SC1Cc1cccc(Cl)c1 (stereo unspecified)
  12	97	95	97	18	98	18	-2.1	-1	97	96
- O=C(COC(=O)CCNS(=O)(=O)c1cccc(C(F)(F)F)c1)NC(=O)NC1CCCCC1
  2	93	93	94	11	93	-23	0.6	2	95	94
- COC(=O)c1ccc(NC(=O)c2cccc(OC)c2)cc1
  -6	95	101	99	13	104	.	-0.7	37	102	103
- CCOC(=O)c1ccccc1NC(=O)CN(c1cccc(OC)c1)S(C)(=O)=O
  -1	99	102	100	23	102	.	2.5	43	97	98
- COc1ccc(OCC(=O)N2CCN(C(=O)c3ccccc3)CC2)cc1
  -3	101	98	104	36	104	-21	0.4	2	101	101
- COc1ccc(Br)cc1S(=O)(=O)Nc1ncccc1C
  -7	96	102	97	10	100	-26	0.7	1	99	97
- C=CCN(CC=C)S(=O)(=O)c1ccc(C(=O)Nc2sc3c(c2C(N)=O)CCCCC3)cc1
  18	100	103	104	8	104	.	-0.5	-2	103	101

Record cards, as listed above. Values in the order: Mcl1-Noxa inh	Rac1 act GTP bind	Rab7 wt modul	Cdc42 wt GTP	Avidin fluor	Rac1 wt GTP bind	Pf gametocyte	ABCB1 inh	ABCG2 inh	HRas wt GTP	Rab2A wt mod
COc1ccc(Br)cc1S(=O)(=O)Nc1ncccc1C as listed: -7	96	102	97	10	100	-26	0.7	1	99	97
CN1CCN(c2ccc(S(=O)(=O)N3CCCCC3)cc2[N+](=O)[O-])CC1 as listed: 0	97	102	100	24	98	12	1.0	2	101	99
O=C(c1ccccc1-c1ncc[nH]1)N1CCc2c([nH]c3ccccc23)C1c1ccccn1 (stereo unspecified) as listed: 1	93	93	94	8	96	-11	0.0	4	94	96
Cc1cc(C)c2ccc(N)nc2c1O as listed: -56	102	103	104	9	110	-16	0.1	-1	102	104
COc1ccc(C(=O)Nc2ccc3cn[nH]c3c2)c(OC)c1 as listed: -11	91	99	89	15	88	2	0.1	1	92	93

(next part)
Every second line gives: Mcl1-Noxa inh	Rac1 act GTP bind	Rab7 wt modul	Cdc42 wt GTP	Avidin fluor	Rac1 wt GTP bind	Pf gametocyte	ABCB1 inh	ABCG2 inh	HRas wt GTP	Rab2A wt mod
- COC(=O)c1cn[nH]c1N
  8	97	98	98	8	98	6	0.3	1	100	98
- COc1cccc2c1OCC(CN1CCN(CCC(C)C)C(CCO)C1)=C2 (stereo unspecified)
  9	95	103	95	11	97	.	0.5	4	97	97
- Nc1ccccc1-c1nnn(CC(=O)N2CCCc3ccccc32)n1
  4	97	99	100	22	101	0	0.2	-1	100	100
- O=C1CN(C(=O)COC(=O)c2cccc(OCc3ccccc3)c2)c2ccccc2N1
  9	100	99	101	21	103	14	0.5	47	98	98
- CCOC(=O)N1CCN(Cc2cc(=O)oc3cc4c(cc23)CCC4)CC1
  -20	96	98	101	12	97	.	1.2	9	99	98
- O=C(Nc1ccc2c(c1)OCO2)Nc1ccc2c(c1)OCO2
  10	94	97	98	8	98	-11	0.8	7	95	97
- COCCN(CC(=O)NC1CCCCC1)C(=O)CCCC(=O)Nc1ccccn1
  -9	95	88	93	9	92	-11	0.1	0	91	94
- CC(=O)Nc1ccccc1-c1nc2ccccc2nc1OCC(=O)c1ccc(Cl)cc1
  -14	98	97	100	6	100	.	1.8	9	99	99
- CCOC(=O)c1c(C)c(C(=O)NCCN2CCOCC2)c(C)n1CC
  -14	101	96	101	5	102	.	0.1	1	102	104
- Cc1cc(-c2ccccc2)nc(N/N=C/c2ccco2)n1
  10	100	99	101	26	101	.	0.7	7	101	102
- CC(C)C(NC(=O)OCc1ccccc1)C(=O)NC1CCCCC1 (stereo unspecified)
  12	100	98	102	11	104	-23	0.9	20	103	100
- CC(C)(C)c1ccc(C(=O)N/C(=C/c2cccs2)C(=O)NCc2ccco2)cc1
  14	100	102	102	7	105	.	-0.5	-3	101	101
- CCc1ccc(C2CC(c3ccc(C)cc3)Nc3nc(N)nn32)cc1 (stereo unspecified)
  26	96	97	104	8	103	.	-1.8	0	99	101
- Cc1ccc(-c2cc3nc(-c4ccccc4)cc(N)n3n2)cc1
  -10	99	96	98	15	97	.	-1.3	-13	97	98
- Cc1[nH]ccc(=O)c1OCc1c(Cl)cccc1Cl
  -4	96	96	101	9	99	29	0.0	2	99	97
- COc1ccc2c(c1)C1C=CCC1C(c1cc3c(cc1Br)OCO3)N2 (stereo unspecified)
  21	89	94	89	8	89	-16	0.9	3	91	89
- Cn1c(=O)c2c(nc(N3CCCCCC3)n2CC(O)COc2ccccc2)n(C)c1=O (stereo unspecified)
  9	100	99	101	4	102	-11	0.1	0	101	100
- COCc1cc(C)nc(OCC(=O)N/N=C/c2cccc(OC)c2)c1C#N
  -10	96	96	97	5	99	-24	0.1	0	96	96
- Cc1ccnc(NC(=O)CSc2nnc3c(n2)[nH]c2ccccc23)c1
  2	92	102	91	9	94	.	0.9	5	93	93
- CCN1C(=O)N/C(=C/c2ccc(Sc3ccc(C)cc3)o2)C1=O
  20	99	100	100	7	101	.	0.8	4	100	102
- COc1cc(C(=S)N2CCN(C)CC2)ccc1OCC(=O)NCc1ccccc1
  -5	96	99	95	5	100	1	0.8	-2	98	98
- CN1CCN(C(=O)c2ccc(C3SCC(=O)N3Cc3ccco3)cc2)CC1 (stereo unspecified)
  14	98	100	102	16	100	-5	0.4	1	99	98
- COC(=O)c1cn(Cc2ccccn2)c(=O)c2ccccc12
  4	93	95	95	6	95	14	-0.1	-1	93	96
- O=C(COc1ccccc1)NCCc1cn2ccsc2n1
  -8	101	101	105	8	108	.	-2.9	-3	105	101

Assay outcomes deposited in PubChem by several laboratories.
